# Screens: PubChem, National Center for Advancing Translational Sciences (NCATS)
# D3 ag = agonists of human D3 dopamine receptor | max activation, % | P35462 | hit rate 0.58% among 410,000 | D3R DiscoveRx beta-arrestin cells, luminescence, 90 min | AID 652048; in the data active = max activation above about 30%; also: 0% is about no effect; mostly tested at two doses, the higher about 12 µM
# Target sequence (P35462 whole entry, looked up): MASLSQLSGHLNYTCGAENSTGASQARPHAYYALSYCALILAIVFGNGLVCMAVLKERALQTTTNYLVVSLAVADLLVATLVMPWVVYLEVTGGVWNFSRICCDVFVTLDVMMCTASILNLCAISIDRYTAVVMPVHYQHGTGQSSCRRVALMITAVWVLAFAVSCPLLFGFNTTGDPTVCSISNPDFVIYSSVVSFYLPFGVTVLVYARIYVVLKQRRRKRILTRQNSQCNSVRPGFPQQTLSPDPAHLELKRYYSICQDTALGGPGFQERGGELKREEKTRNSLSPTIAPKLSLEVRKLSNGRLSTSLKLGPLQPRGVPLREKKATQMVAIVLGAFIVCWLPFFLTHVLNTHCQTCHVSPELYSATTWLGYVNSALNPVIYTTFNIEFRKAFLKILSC
#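 Agonist mode: compounds and dopamine controls were applied to plated cells for 90 min at 37 degrees C after an overnight attachment at 1500 cells/well. Luminescent read-out followed 30 - 60 minutes at room temperature with DiscoveRx detection reagent.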
# IL1B secr inh = inhibitors of inflammasome signaling (IL-1 beta secretion) | THP-1 LPS/ATP IL-1B secretion, AlphaLISA, 16 h; hits give low values | activity change, % at 57.5 µM | hit rate 4.7% among 360,000 | AID 743279; in the data active = activity change below about -50%; inconclusive = mostly about -30% to -49%; also: % is scaled to controls: 0 for no effect and ±100 for the full control effect
#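 Secreted IL-1B measured by AlphaLISA bead assay after 16 h compound exposure of THP-1 cells; compounds (final up to 57.5 uM) added 1 h before LPS (250 ng/mL) and ATP (1.25 mM) stimulation; lower signal means less secretion.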
# HEK293 tox = cytotoxicity counter-screen for GLP-1 receptor inverse agonists; AID 624418; HEK293 cAMP-luciferase reporter cells, luminescence, 24 h; hit rate 0.13% among 410,000; Potency, µM (top dose mostly 38.3 µM), inactives show at the top dose activity change, negative = inhibition, usual class: inhibitors;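 also: loss of luciferase light is scored as toxicity; potency is read from the fitted curve at half-maximal effect; % is scaled to controls: 0 for no effect and ±100 for the full control effect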
#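 Compound-treated cells are incubated 24 hr at 37 deg C under 5% CO2 after a 12 hour attachment period, then luciferase detection reagent is added and luminescence is measured following 12 min at room temperature; lowered signal indicates toxicity.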
# KB-3-1 cytotox = KB-3-1 parental cell cytotoxicity; Potency, µM (doses to about 46.1 µM), without a hit: top-dose activity change, negative = cytotoxic, most hits filed as cytotoxic; AID 1347075; KB-3-1 viability, CellTiter-Glo ATP luminescence, 72 h; hit rate 1.4% among 400,000; also: potency is read from the fitted curve at half-maximal effect; % is scaled to controls: 0 for no effect and ±100 for the full control effect; nearly all actives have a fitted effect of over 60% in size
#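 Using CellTiter-Glo luminescence, growth of non-resistant KB-3-1 adenocarcinoma cells is assessed 72 h after pin-tool compound addition at 37 °C. Normalized responses across the concentration series yield fitted curves.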
# SW480 rerep = induces DNA re-replication in SW480 colon adenocarcinoma cells. SW480 DNA re-replication, Hoechst DNA content imaging, 48 h. Potency, µM (top dose mostly 46.1 µM), for the others: top-dose re-replication activation, hits mostly activators. hit rate 1.8% among 340,000; also: potency is read from the fitted curve at half-maximal effect; % of control where 0% means no effect; nearly all actives have a fitted effect of over 55% in size
#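 Cells (250 per well) received 23 nL compound or DMSO by pin tool and were kept 48 hr at 37 C, 5% CO2. Nuclei were then stained with Hoechst for 40 min and scanned for DNA content.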
# KB-V1 cytotox = kills drug-selected multidrug resistant KB-V1 cells; Potency, µM (series often up to 46.1 µM), for the others: at the top dose activity change, negative = cytotoxicity, most hits filed as cytotoxic; AID 1347076; hit rate 3.4% among 400,000; KB-V1 MDR cells viability, CellTiter-Glo, 72 h; also: potency is read from the fitted curve at half-maximal effect; % is scaled to controls: 0 for no effect and ±100 for the full control effect; nearly all actives have a fitted effect of over 60% in size
#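 Readout: CellTiter-Glo luminescence, 10 min after addition. Cells: KB-V1 MDR subline, 72 h at 37 degrees C with compound. Analysis: corrected, normalized data fitted to concentration-effect curves.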
# HT1080NT lethal = kills 2HG-producing HT-1080-NT fibrosarcoma cells. HT-1080-NT fibrosarcoma viability, CellTiter-Glo ATP luminescence, 48 h. Potency, µM (series often up to 46.1 µM), for the others: at the highest dose activity, negative = less viability, usual class: cytotoxic. hit rate 1.6% among 360,000. AID 686970;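 also: NT is the 2HG producing partner of a matched IDH1 knockdown line; potency is read from the fitted curve at half-maximal effect; 0% = DMSO-treated cells and -100% = media-only wells without cells; nearly all actives have a fitted effect of over 55% in size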
#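 Viability of the 2HG-overproducing fibrosarcoma line after 48 hours of compound exposure at 37 degrees C was determined by luminescence with CellTiter-Glo, and concentration-effect curves were then fitted and categorized.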
# MCF10A rereplic = DNA re-replication induction in MCF 10a cells; MCF 10A DNA re-replication, Hoechst nuclear intensity, 48 h; Potency, µM (series often up to 46.1 µM), for inactives: top-dose activity, positive = re-replication, actives largely listed as activators; hit rate 2.9% among 350,000; AID 624296; also: potency is read from the fitted curve at half-maximal effect; % of control where 0% means no effect; nearly all actives have a fitted effect of over 50% in size
# HT1080 IDH1KD tx = toxicity to HT-1080 IDH1 knockdown cells (counter line). HT-1080 IDH1 knockdown viability, ATP luminescence, 48 h. Potency, µM (doses to about 46.1 µM), without a hit: top-dose activity, negative = toxicity, usual class: cytotoxic. hit rate 2% among 360,000;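 also: potency is read from the fitted curve at half-maximal effect; 0% = DMSO wells and -100% = cell-free medium wells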
#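 HT-1080-IDH1KD cells (IDH1 knocked down), 750/well in RPMI with 5% FBS, treated with compound 48 h at 37 degrees C. Viability by CellTiter-Glo luminescence, normalised to DMSO and no-cell wells; concentration-response curves classed.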
# * = called active by the depositor; ? = inconclusive; . = not tested or not shown; & = joins results of further samples; [ ] = remark or other dose. Unless noted, calls follow the shape of the dose curve; as a rule, active = well fitted curve in the direction sought with a large enough effect; inconclusive = small, poorly fitted or top-dose-only effect, or another doubt; inactive = no such curve, though single readings can be large; an effect the other way counts as inactive or inconclusive.
1) OCCNCC(O)Cn1c2ccccc2c2ccccc21 (stereo unspecified)
2) CCOC(=O)C(C)N1C(=O)S/C(=C/c2cc(C)n(-c3ccncc3)c2C)C1=O (stereo unspecified)
3) CC(C)CN1CCC(C(=O)NCC2CCCO2)CC1 (stereo unspecified)
4) CCCCN(CC)Cc1c(C)[nH]c2ccccc2c1=O
5) CN(C)c1ccc(NC(=O)CN2CCc3ccccc3C2)cc1
6) CNS(=O)(=O)c1cc(-c2nnc(N3CCOCC3)c3ccccc23)ccc1C
7) CN(C(=O)COC(=O)c1ccc(S(=O)(=O)N2CCCC2)cc1)c1ccccc1
8) CC1CC1C(=O)OCC(=O)Nc1cccc([N+](=O)[O-])c1 (stereo unspecified)
Compound,1,2,3,4,5,6,7,8
KB-3-1 cytotox,0%,-14%,8%,0%,-2%,-8%,5%,13%
MCF10A rereplic,23%,13%,?,9%,-26%,-6%,2%,-7%
HEK293 tox,4%,-23%,-7%,-14%,9%,4%,12%,20%
HT1080 IDH1KD tx,0%,-6%,1%,16%,0%,-1%,11%,16%
IL1B secr inh,-5,16,-10,-2,-11,16,7,-3
D3 ag,-5,0,2,2,-19,13,0,4
KB-V1 cytotox,-11%,?,4%,0%,0%,-7%,5%,-2%
SW480 rerep,47%,0%,0%,-7%,-11%,-5%,0%,0%
HT1080NT lethal,-1%,2%,15%,15%,0%,7%,10%,23%

9) O=C1NC(=O)C2(CCCc3c([N+](=O)[O-])cccc32)N1 (stereo unspecified)
10) CC(C)OCCCNC(=O)CN1C(=O)COc2ccc(S(=O)(=O)N3CCCCCC3)cc21
11) CCOc1ccc(C2=CC(=O)C[C@H](c3ccc(OC)cc3)C2)cc1
12) CCCCn1c(SCC(=O)N(C)C2CCS(=O)(=O)C2)nc2cc(S(N)(=O)=O)ccc21 (stereo unspecified)
13) CCN(c1ccccc1)S(=O)(=O)c1cccc(C(=O)OCc2nc3sc(C)c(C)c3c(=O)[nH]2)c1
14) Cc1ccc2nsnc2c1NC(=O)c1ccc([N+](=O)[O-])o1
15) O=C(CCn1c(=S)[nH]c2ccccc2c1=O)Nc1ccc(F)cc1
16) CCOC(=O)C1=C(C)Nc2ccccc2N=C1NC(=O)Cc1ccc(Cl)c(Cl)c1
Compound,9,10,11,12,13,14,15,16
KB-3-1 cytotox,15%,-18%,-11%,-5%,6%,4.1µM*,-14%,8%
MCF10A rereplic,.,-5%,-2%,-1%,3%,21µM*,5%,-2%
HEK293 tox,-3%,-1%&1%,-31%,-1%,-7%,-25%,-2%,18%
HT1080 IDH1KD tx,0%,-4%,3%,0%,-13%,?,11%,-13%
IL1B secr inh,1,-16,-7,23,4,-92*,-22,73
D3 ag,7,-4&-2,-6,-2,-10,2,-11,3
KB-V1 cytotox,19%,-28%,-10%,0%,-3%,?,-19%,?
SW480 rerep,.,-2%,-1%,-6%,-23%,2%,13%,3%
HT1080NT lethal,5%,-6%,0%,0%,-10%,-14%,14%,3%

17) COc1ccc(S(=O)(=O)N(C)C[C@H]2Oc3ccc(NC(=O)CCC(F)(F)F)cc3C(=O)N([C@H](C)CO)C[C@@H]2C)cc1
18) CN(C)CCNC(=O)Cn1ccc2cc(S(=O)(=O)N3CCCCCC3)ccc21
19) CCN1C(=O)/C(=C2\C=Cc3cc(C)ccc3N2CC)OC1=S
20) CC1CCCCC1NC(=O)C1CCN(C(=O)NC2CCCCC2)CC1 (stereo unspecified)
21) Cc1cc(C)nc(SCc2ccc(C(=O)N/N=C3\CCCC(=O)C3)cc2)n1
22) C=CCn1c(SCC(=O)Nc2ccccc2)nnc1-c1cccc(S(=O)(=O)N2CCOCC2)c1
23) Cc1cc(C(=O)O)c(C)n1Cc1ccncc1
24) CC(=O)c1cccc(-n2c(CCC(=O)O)ccc2-c2ccc(C)cc2)c1
Compound,17,18,19,20,21,22,23,24
KB-3-1 cytotox,0%,4%&2%,-2%,-3%,10%,0%,-3%,12%
MCF10A rereplic,34%,0%,1%,-4%,-39%[inhibitor],-16%,-1%,2%
HEK293 tox,-2%,10%&0%,-8%,-23%,0%,4%,-10%,-5%
HT1080 IDH1KD tx,15%,-9%,11%,18%,-13%,6%,1%,-6%
IL1B secr inh,-10,-22,2,-6,30,3,13,17
D3 ag,8,-16&-18,2,1,0,2,4,11
KB-V1 cytotox,0%,?,-6%,-9%,-7%,0%,15%,28%
SW480 rerep,1%,-29%,-1%[9.22 µM],-11%,-6%,2%,-9%,1%
HT1080NT lethal,13%,-11%,18%,10%,-16%,0%,0%,0%

25) N/N=C(\c1ccccc1)c1cc(Br)ccc1N
26) CCn1cc(C(=O)NCc2cccc(F)c2)c(=O)c2cc(F)c(N3CCN(C(=O)c4ccco4)CC3)cc21
27) Cc1cc(Cl)ccc1NS(=O)(=O)c1cc2[nH]c(=O)c(=O)[nH]c2cc1C
28) CC(C)(C)c1ccc(-c2nc(C=O)c3ccccn23)cc1
29) COc1ccc(-n2c(=O)c3c4c(sc3n(Cc3ccc(C)cc3C)c2=O)CCC4)c(OC)c1
30) O=C(NCc1ccccn1)C(=O)NCC(c1ccco1)N1CCOCC1 (stereo unspecified)
31) O=C(NN=Cc1ccc([N+](=O)[O-])cc1)c1ccncc1
32) COc1ccc(CCNC(=O)C(=O)NCc2ccccn2)cc1
Compound,25,26,27,28,29,30,31,32
KB-3-1 cytotox,19%,?,8%,2%,-1%,-3%,-2%,7%
MCF10A rereplic,0%,?,.,29%,.,3%,-7%,2%
HEK293 tox,-2%,?,-12%,-11%,11%,-5%,-3%,-22%
HT1080 IDH1KD tx,1%,23µM*,.,2%,.,1%,-3%,15%
IL1B secr inh,-13,-54*,.,-3,.,-2,20,-2
D3 ag,9,6,1,0,1,1,1,1
KB-V1 cytotox,?,?,0%,16µM*,9%,1%,-3%,-1%
SW480 rerep,-1%,-1%,.,4%,.,-5%,20%,-8%
HT1080NT lethal,-3%,13µM*,.,1%,.,1%,-9%,17%

# 2 entries drawn at random from the list so far, as already listed:
30) O=C(NCc1ccccn1)C(=O)NCC(c1ccco1)N1CCOCC1 (stereo unspecified)
25) N/N=C(\c1ccccc1)c1cc(Br)ccc1N
Compound,30,25
KB-3-1 cytotox,-3%,19%
MCF10A rereplic,3%,0%
HEK293 tox,-5%,-2%
HT1080 IDH1KD tx,1%,1%
IL1B secr inh,-2,-13
D3 ag,1,9
KB-V1 cytotox,1%,?
SW480 rerep,-5%,-1%
HT1080NT lethal,1%,-3%

# (continued)
33) Cc1cccc(OCCCC(=O)Nc2ccc3c(c2)OCO3)c1
34) CC(C)(CCl)C(=O)Nc1ccc(Sc2ccc(F)cc2)cc1
35) Cc1ccc(S(=O)(=O)n2[nH]c(=O)cc2N)cc1
36) COCCCNC(=O)Cn1c(=O)n(Cc2ccc(F)cc2)c(=O)c2sccc21
37) COc1ccc(C(=O)Nc2ccc(N3CCCC3)cc2)cc1Br
38) CC(=O)Nc1c(O)nc(SCc2ccc(Cl)cc2)[nH]c1=O
39) CCn1cc[n+](C)c1P(c1ccccc1)c1ccccc1
40) Cn1c(=O)c2sccc2n2c(CCCC(=O)N3CCN(c4ccccn4)CC3)nnc12
41) Cc1ccc(NC(=O)c2cnc(SCC(=O)NCC3CCCO3)n(C)c2=O)cc1 (stereo unspecified)
42) O=C(CSc1n[nH]c(-c2ccccc2Cl)n1)N1CCN(c2ccccc2)CC1
Compound,33,34,35,36,37,38,39,40,41,42
KB-3-1 cytotox,3%,5%,-8%,1%,-24%,0%,7.3µM*,1%,4%,0%
MCF10A rereplic,-6%,?,0%,6%,-3%,-4%,-1%,-2%,?,.
HEK293 tox,-13%,4%,0%,4%,-13%,0%,-8%,-3%,2%,-6%
HT1080 IDH1KD tx,9%,-24%,?,-3%,-10%,10%,-23%,8%,-7%,.
IL1B secr inh,-11,-13,24,13,-10,-8,0,19,-103*,.
D3 ag,-5,-1,-34,1,3,17,1,1,-22,-4
KB-V1 cytotox,1%,-3%,-8%,1%,-30%,-11%,-21%,-4%,-9%,-21%
SW480 rerep,-8%,?,5%,0%,-9%,-4%,-1%,-14%,?,.
HT1080NT lethal,-24%,-6%,-5%,-5%,-9%,8%,-18%,-6%,-1%,.

# Complete entries, looked up by structure:
# CC(=O)Nc1c(O)nc(SCc2ccc(Cl)cc2)[nH]c1=O is entered as KB-3-1 cytotox: 0%; MCF10A rereplic: -4%; HEK293 tox: 0%; HT1080 IDH1KD tx: 10%; IL1B secr inh: -8; D3 ag: 17; KB-V1 cytotox: -11%; SW480 rerep: -4%; HT1080NT lethal: 8%
# O=C(CSc1n[nH]c(-c2ccccc2Cl)n1)N1CCN(c2ccccc2)CC1 is entered as KB-3-1 cytotox: 0%; MCF10A rereplic: .; HEK293 tox: -6%; HT1080 IDH1KD tx: .; IL1B secr inh: .; D3 ag: -4; KB-V1 cytotox: -21%; SW480 rerep: .; HT1080NT lethal: .

# Some of these compounds in order of length of the SMILES, high to low:
40) Cn1c(=O)c2sccc2n2c(CCCC(=O)N3CCN(c4ccccn4)CC3)nnc12
42) O=C(CSc1n[nH]c(-c2ccccc2Cl)n1)N1CCN(c2ccccc2)CC1
37) COc1ccc(C(=O)Nc2ccc(N3CCCC3)cc2)cc1Br
39) CCn1cc[n+](C)c1P(c1ccccc1)c1ccccc1
Compound,40,42,37,39
KB-3-1 cytotox,1%,0%,-24%,7.3µM*
MCF10A rereplic,-2%,.,-3%,-1%
HEK293 tox,-3%,-6%,-13%,-8%
HT1080 IDH1KD tx,8%,.,-10%,-23%
IL1B secr inh,19,.,-10,0
D3 ag,1,-4,3,1
KB-V1 cytotox,-4%,-21%,-30%,-21%
SW480 rerep,-14%,.,-9%,-1%
HT1080NT lethal,-6%,.,-9%,-18%
